Lamin A splicing: LMNA splicing modulation. actives 0.01% (n = 200,000). HeLa LMNA splicing GFP/RFP minigene ratio, 48 h. Potency, µM (highest dose often 46.1 µM), without a hit: at the highest dose ratio change, negative = inhibition, actives largely listed as inhibitors; active = well fitted inhibition curve with a large enough effect in the signal ratio, with a control signal flat, not every such curve was filed as active; inconclusive = small, poorly fitted or top-dose-only effect, or effect the other way, or a change in a side signal; the % refers to the signal ratio; also: potency is read from the fitted curve at half-maximal effect; % is scaled to controls: 0 for no effect and ±100 for the full control effect
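S3 HeLa stable clones carrying a lamin A-EGFP splicing minigene plus DsRed2 were seeded at 600 cells/well in Opti-MEM with 2% FBS, pin-dosed and incubated 48 h at 37°C. Acumen cytometry (488 nm) gave the GFP/RFP total-intensity ratio.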
HTT ATP protect: Huntington cell model cytoprotection by ATP luminescence | actives 0.14% (n = 230,000) | Potency, µM (doses to about 56.4 µM), without a hit: cytoprotection (ATP increase), most hits filed as activators | PC12 HTT-Q103 induced, cytoprotection, ATP luminescence, 40 h;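 also: potency is read from the fitted curve at half-maximal effect; % of control where 0% means no effect; nearly all actives have a fitted effect of over 45% in size; toxic huntingtin expression switched on by the ecdysone agonist tebufenozide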
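Cells were plated at 1500 per well in phenol red-free DMEM with 5% equine and 5% calf serum. Tebufenozide (100 nM final) and compounds were added, then ATPlite reagent, and luminescence was read.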
SMN2 splice enh: SMN2 splice variant enhancement | HEK293 SMN2-luciferase splicing reporter, luminescence, 30-36 h | Potency, µM (highest dose often 46.1 µM), for inactives: top-dose activity change, positive = activation, most hits filed as activators | actives 2.8% (n = 210,000); also: potency is read from the fitted curve at half-maximal effect; % of control where 0% means no effect; nearly all actives have a fitted effect of over 55% in size
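qHTS luciferase splicing reporter: luminescence rises when SMN2 exon 7 is included in transfected HEK293 cells. Compound exposure lasted 30-36 h at 37C, with 4.5 mM final sodium butyrate as control, followed by a ONE-Glo read.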
Luc counter: counter-screen: inhibitors of Kinase-Glo firefly luciferase | Kinase-Glo luciferase, ATP luminescence, 8 min | Q27757 | Potency, µM (top dose mostly 38.3 µM), inactives show top-dose activity change, negative = inhibition, most hits filed as inhibitors | actives 0.28% (n = 200,000); also: potency is read from the fitted curve at half-maximal effect; % is scaled to controls: 0 for no effect and ±100 for the full control effect; nearly all actives have a fitted effect of over 60% in size
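Luminescence was the read-out, taken after 8-minute incubation at ambient temperature. Luciferase turned over luciferin with 10 uM ATP in imidazole pH 7.2 buffer containing KCl, MgCl2, Tween 20 and BSA.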
IMPase Li inh: IMPase inhibition in cells with lithium potentiation | CHO-M1 cells, IP1 TR-FRET (IP-One), carbachol + lithium | actives 0.35% (n = 210,000) | Potency, µM (highest dose often 59.4 µM), inactives show at the top dose activity, negative = IMPase inhibition, actives largely listed as inhibitors;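 also: IP1 builds up when IMPase is blocked and the TR-FRET signal falls; potency is read from the fitted curve at half-maximal effect; plate controls were basal vehicle for no effect and high inhibitor control for full effect; nearly all actives have a fitted effect of over 50% in size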
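Steps: plate 2000 CHO-M1 cells per well and culture 16–30 h; add compound and lithium; incubate 30 min, 37C; add d2-IP1 tracer and Eu cryptate anti-IP1 antibody in lysis buffer; read after 10 min at room temperature.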
HttQ103 aggreg: reduces HttQ103-GFP aggregates in PC12 cells. PC12 HttQ103-GFP aggregates, Acumen cytometry, 40 h. Potency, µM (top dose mostly 46.1 µM), without a hit: at the top dose activity change, negative = inhibition, most hits filed as inhibitors. actives 1.1% (n = 220,000). AID 1688; also: potency is read from the fitted curve at half-maximal effect; % is scaled to controls: 0 for no effect and ±100 for the full control effect; nearly all actives have a fitted effect of over 60% in size
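Steps: seed 1500 PC12 HTTQ103-GFP cells/well; add tebufenozide, 100 nM final; add compound titration; add ATPLite reagent; quantify GFP aggregates by laser scanning cytometry.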
CBFb-RUNX1 inh: blocks binding between human CBF-beta and RUNX1; Q01196+Q13951; AlphaScreen CBFb-His/RUNX1-biotin binding, biochemical; Potency, µM (top dose mostly 59.8 µM), for the others: at the top dose activity, negative = inhibition, actives largely listed as inhibitors; 230,000 tested, under 10 active; also: % of control where 0% means no effect
Target sequence (Q01196 whole entry, looked up): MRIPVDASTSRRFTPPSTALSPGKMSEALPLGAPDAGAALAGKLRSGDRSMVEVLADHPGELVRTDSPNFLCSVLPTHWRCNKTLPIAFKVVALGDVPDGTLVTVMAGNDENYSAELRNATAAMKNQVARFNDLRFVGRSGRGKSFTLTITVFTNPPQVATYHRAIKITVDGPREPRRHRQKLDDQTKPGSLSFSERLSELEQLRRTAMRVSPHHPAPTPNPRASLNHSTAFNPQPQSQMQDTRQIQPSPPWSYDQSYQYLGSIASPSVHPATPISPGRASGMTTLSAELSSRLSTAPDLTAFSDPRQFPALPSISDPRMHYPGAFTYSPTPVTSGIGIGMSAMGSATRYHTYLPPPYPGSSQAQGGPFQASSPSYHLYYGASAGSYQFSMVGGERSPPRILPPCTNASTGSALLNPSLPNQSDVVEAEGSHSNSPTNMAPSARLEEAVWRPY
Target sequence (Q13951 whole entry, looked up): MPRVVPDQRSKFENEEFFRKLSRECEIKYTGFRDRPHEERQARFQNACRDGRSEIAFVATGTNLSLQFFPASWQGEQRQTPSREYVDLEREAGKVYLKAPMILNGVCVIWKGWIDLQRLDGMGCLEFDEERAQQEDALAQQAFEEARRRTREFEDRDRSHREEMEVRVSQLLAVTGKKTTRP
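CBFb-His/RUNX1-biotin, 30 nM each, preincubated 20 min RT; compound 15 min RT; Ni + streptavidin beads 50 ng each, 90 min RT; AlphaScreen read.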
* marks the source's active call; other numbers are inactive results; ? = inconclusive; nt = not tested or not shown; & = joins results of further samples; [ ] = dose if it differs, or a comment. Unless noted, calls follow the shape of the dose curve; as a rule, active = well fitted curve in the direction sought with a large enough effect; inconclusive = small, poorly fitted or top-dose-only effect, or another doubt; inactive = no such curve, though single readings can be large; an effect the other way counts as inactive or inconclusive.

Each structure is followed by: Lamin A splicing | HTT ATP protect | SMN2 splice enh | Luc counter | IMPase Li inh | HttQ103 aggreg | CBFb-RUNX1 inh
O=C(NNC(=S)Nc1ccc(F)cc1)C1CC1c1ccc(Cl)cc1 (configuration not stated)
  -10% | nt | nt | 0% | 11% | -8% | 18%
Nc1cc(=O)[nH]c(=O)n1CC1CC1
  11% | -34%[inhibitor] | ? | -10%&1% | -3%&-14% | 16% | 6%
O=C(NCc1ccco1)/C(=C/c1ccc(C(F)(F)F)cc1)c1nc2ccccc2[nH]1
  ? | nt | 25% | -6% | -15% | -4% | 4%
Cc1c(-c2cccs2)[n+](=O)c2c(n1[O-])CCC2
  2% | -23%[10 µM] | 19% | -2% | -3%[38.3 µM] | -10% | -3%
Cc1cc(/C=N/n2cnnc2)c(C)n1-c1ccc(OCc2ccc(Cl)cc2)cc1
  ? | -63%[inhibitor] | -64%[inhibitor] | -1% | 9%[38.3 µM] | 2.5µM* | ?
CCOC(=O)c1ccc(N2C(=O)C(O)=C(C(C)=O)C2c2ccc(O)c(OC)c2)cc1 (configuration not stated)
  1% | 15%[0.074 µM] | nt | -2% | 17%[38.3 µM] | -6% | 1%
CC(C)OCCCNC(=O)C(=O)NCCCOC(C)C
  -3% | -2% | -14% | -1% | -1%[38.3 µM] | -5% | -3%
CC1Cc2ccccc2N1C(=O)COC(=O)Cn1cnc2ccccc2c1=O (configuration not stated)
  2% | -20% | -3% | 2% | -19%[38.3 µM] | 10% | 1%
CCOc1ccc(NC(=O)c2cccs2)c([N+](=O)[O-])c1
  -9%[0.0737 µM] | -11% | 7.1µM* | -1% | -10%[38.3 µM] | -15% | 6%
Cc1ccn(C(=O)c2ccc(NC(=O)C3CCCCC3)cc2)n1
  -7% | -3%[0.074 µM] | 6% | 0% | 5%[38.3 µM] | 13% | 6%
CCCCNC(=O)c1cc2cc(OC)ccc2[nH]1
  nt | 14%[10 µM] | nt | nt | nt | -3%[9.22 µM] | -1%
Cc1cnc(NC(=O)CN(C)S(=O)(=O)c2ccc(Cl)cc2)s1
  4% | 2% | -6% | -1% | -11%[38.3 µM] | 6% | -1%
CCCCCOC(=O)CC(C(=O)OCCCCC)N1CCCCC1 (configuration not stated)
  -9% | -5%[1.9 µM] | -24% | 9% | 8% | -4% | 5%
Cc1cc(Nc2ccc(C)c(Cl)c2)nc(N2CCOCC2)n1
  nt | 27%[10 µM] | nt | nt | nt | -5%[9.22 µM] | 8%
COc1ccc(N/N=C(\C#N)C(N)=O)cc1
  -9% | 0%[10 µM] | 19% | -1% | 7% | -12% | 1%
COC(=O)c1sccc1NC(=O)/C=C\c1ccc(Cl)cc1Cl
  15% | -49%[inhibitor][10 µM] | 28% | ? | 21%[38.3 µM] | 27% | -3%
Nc1ccc(N=Nc2ccccc2)c(N)n1
  ? | -37% | ? | 0% | -2%&17%&21%&15% | 17%&-1% | ?
Cn1cc(S(=O)(=O)CC(=O)Nc2ccc3c(c2)OCO3)c2ccccc21
  -11% | 12%[10 µM] | 27% | 1% | 6% | -9% | -9%
CCCN(CC1CC1)S(=O)(=O)c1ccc(-n2cnnn2)c(OC)c1
  0% | 1% | -6% | -3% | 46%[activator][38.3 µM] | -25% | 3%
O=S1(=O)N=C2CCCN2C(c2ccc(F)cc2)N1 (configuration not stated)
  3% | 6% | -8% | -6% | -8%[38.3 µM] | -4% | 7%
CCOCCCNC(=O)c1ccc(N(C)S(=O)(=O)c2ccc(OC)cc2)cc1
  0% | 12% | 9% | -5% | 30%[38.3 µM] | -14% | -2%
COCCn1c(N)c(NCc2ccccc2)c(=O)n(CC(=O)Nc2cc(C)ccc2C)c1=O
  1% | -32% | 13% | -3% | 9%[38.3 µM] | 1% | 8%
CC(C)(C)C(=O)OCc1nc(-c2ccc(F)cc2)cs1
  nt | 8%[10 µM] | nt | nt | nt | -12%[9.22 µM] | 24%
c1ccc(-c2nn3cnnc3c3ccccc23)cc1
  3%[46 µM] | -19% | 4% | 10% | 4% | -6% | 8%
CCOc1cc(NC(=O)CC(C)C)c(OCC)cc1NC(=O)CCn1nnc2ccccc21
  -2% | -7% | -1% | 8% | -8%[38.3 µM] | -6% | 2%
N/C(=N\NC(=O)Nc1ccccc1)c1ccccn1
  nt | -3%[10 µM] | nt | nt | nt | 3%[9.22 µM] | -24%
COc1ccc(F)cc1C(=O)C1CCCN(Cc2cccn2-c2cccnc2)C1 (configuration not stated)
  ? | 5%[10 µM] | nt | -1% | 22% | -1%[9.22 µM] | -13%
O=C(Nc1nc2ccccc2s1)c1cnccn1
  5% | -47%[inhibitor] | 6.3µM* | 7.9µM* | 7%[38.3 µM] | ? | -2%
CC(C)(C)c1ccc(C(=O)CSc2n[nH]c(=O)[nH]c2=O)cc1
  -14% | -33% | -26% | -5% | 30%[activator][38.3 µM] | -26% | 1%
NC(=O)N1c2ccccc2CC(=O)c2ccccc21
  ? | -12%[0.074 µM] | -4%&-20% | 0%&-7% | -5%[38.3 µM] | -17%&2% | -3%&12%&4%
CCNC(=O)n1cc(-n2cncn2)c(-c2ccc(Cl)cc2)n1
  16%[46 µM] | -11% | 1% | 0% | -2% | 0% | -10%
COC(=O)c1cc2sccc2n1CC(=O)Nc1cccc(SC)c1
  0% | -15% | -17% | 0% | -4%[38.3 µM] | -20% | -9%
O=[N+]([O-])c1ccc(CS(=O)Cc2ccccc2)cc1 (configuration not stated)
  nt | -9%[10 µM] | -4%[9.22 µM] | -3%[7.66 µM] | 2% | nt | nt
COc1ccc(/C=N/NC(=O)c2sccc2OCc2ccc(F)cc2)cc1OC
  4% | -9% | -11% | 1% | 10%[38.3 µM] | 0% | 4%
NNC(=O)CCC(=O)Nc1ccccc1
  -13%[46 µM] | -30%[inhibitor] | -3% | -6% | 0% | 5% | 6%
Cc1cc(C)c2nc(N)sc2c1
  -6% | -21%[10 µM] | 20% | -1% | 1% | -1% | -2%
COCC1CCCN(Cc2cn[nH]c2-c2cc3ccccc3o2)C1 (configuration not stated)
  14%[46 µM] | 10%[10 µM] | nt | -1% | 7% | -9%[9.22 µM] | -4%
S=c1[nH]nc(-c2cc(-c3ccccc3)n[nH]2)n1/N=C/C=C/c1ccco1
  nt | 7%[10 µM] | nt | nt | nt | -18%[9.22 µM] | -18%
COCCNC(=S)Nc1ccc(N2CCCCC2)cc1
  nt | -24% | ? | -1% | 6% | -8% | -7%
CCOC(=O)c1sc(/S(C)=N\S(=O)(=O)c2cccc(Cl)c2)c2c1CCC=C2 (configuration not stated)
  nt | 3%[10 µM] | nt | nt | nt | 4%[9.22 µM] | 6%
CCNc1nc(NCC)nc(N/N=C/c2ccc(Br)cc2)n1
  ? | -57%[inhibitor] | -21% | -4% | 10% | ? | -15%
C=C1CN(Cc2ccccc2)S(=O)(=O)c2ccccc21
  nt | -13%[10 µM] | nt | nt | nt | -14%[9.22 µM] | 22%&13%&14%
Brc1ccc(OCc2cn3ccccc3n2)cc1
  nt | -178%[inhibitor] | 10µM* | -9% | 3% | -11% | 1%
Nn1c(Cc2cccc3ccccc23)nnc1SCCOc1ccc(Br)cc1
  ? | -11%[10 µM] | -78% | -2% | 4% | 6% | -10%
COc1ccccc1Nc1nc(-c2sc(NC(=O)C(C)(C)C)nc2C)cs1
  ? | -38% | -55%[inhibitor] | -5% | 14%[38.3 µM] | -19% | ?
CCNC(=O)COC(=O)c1csc2c1CCCC2
  8% | 5%[10 µM] | 2% | -1% | -3% | -16% | -2%
CCS(=O)(=O)Nc1cccc(C2=NN(S(=O)(=O)c3ccccc3)C(c3cccs3)C2)c1 (configuration not stated)
  1%[0.0737 µM] | -42%[inhibitor] | 5% | 4% | 3%[38.3 µM] | -8% | -8%
CCC(=O)c1ccc(OCC(O)Cn2nc(C)c(C(C)=O)c2C)cc1 (configuration not stated)
  ? | nt | -13% | -4% | -2% | nt | 4%
COc1cccc(CNCC(=O)N2C(C)CCCC2C)c1 (configuration not stated)
  -2% | 16%[10 µM] | 27% | -1% | 13%[38.3 µM] | -9%[9.22 µM] | -5%
Cn1cnnc1Sc1nc2ccccc2nc1NS(=O)(=O)c1ccccc1
  -1% | -5%[10 µM] | 2% | -2% | -19%[38.3 µM] | 3% | 1%
O=C(Cc1cccs1)N1CCN=C1SCc1ccc(Br)cc1
  ? | 16% | -1% | 8% | 6% | 12% | 5%
NC(=O)c1ccc(-n2nnnc2Oc2ccccc2C(=O)N2CCOCC2)cc1
  18% | 6%[0.074 µM] | 1% | -1% | 0%[38.3 µM] | 9% | 5%
N#Cc1ccc2ccn(CC(=O)NC3CCCCC3)c2c1
  -3% | -5% | -6% | -4% | -4%[38.3 µM] | 6% | 7%
O=C(COC(=O)c1cccc(Cl)c1Cl)NCCN1C(=O)CSC1=O
  1% | 30%[10 µM] | -11% | 0% | -15% | -8% | 0%
Cc1cccc(NC(=O)CN2C(=O)COc3ccc(Cl)cc32)c1
  -8% | -15% | 1% | 2% | 55%[activator][38.3 µM] | -1% | 3%
CCOc1ccc(-n2nnnc2-c2nc3ccccc3s2)cc1
  -13% | -5%[10 µM] | -55%[inhibitor] | -5% | ? | -26% | 22%
CC(=O)c1cccc(NC(=O)CN(c2ccc(C)cc2)S(=O)(=O)c2cccc3nonc23)c1
  ? | 7% | nt | nt | nt | 7% | -25%
COc1ccc(Nc2nc(N)c([N+](=O)[O-])c(NCCO)n2)cc1
  nt | 20%[10 µM] | nt | nt | nt | 14%[9.22 µM] | 5%
Cc1cc(C)c2nc3s/c(=C/c4ccccc4)c(=O)n3c2c1
  19% | -15% | -2% | -1% | 17%[38.3 µM] | 4% | 2%
COc1ccc(NC(=O)c2cncc(Br)c2)cc1S(=O)(=O)N1CCCCC1
  ? | -17%[0.074 µM] | -33%[inhibitor] | 1% | 10% | -28% | 4%

Remaining list, next part.
Each structure is followed by: Lamin A splicing | HTT ATP protect | SMN2 splice enh | Luc counter | IMPase Li inh | HttQ103 aggreg | CBFb-RUNX1 inh
COc1ccccc1CNC(=O)c1csc2c1CCCC2
  nt | -21% | 12% | 10% | 2% | 8% | 1%
COc1ccc(-c2nn(-c3ccccc3)cc2CO)cc1OC
  -2% | -14%[10 µM] | -4% | -1% | -18%[38.3 µM] | 7% | 5%
Cn1c(=O)c(=O)n(C)c2cc([N+](=O)[O-])c([N+](=O)[O-])cc21
  ? | -196%[inhibitor] | -9% | 1% | 7% | ? | 5%
COc1ccc(N2CCN(C(=O)c3sc4nc(-c5ccc(F)cc5)cn4c3C)CC2)cc1
  -10% | -15% | -3% | 2% | 10%[38.3 µM] | -7% | 17%

Screening results (PubChem BioAssay)
